Bioassay records: PubChem BioAssay, several laboratories
P. falciparum M1AAP: P. falciparum M1AAP inhibitors, biochemical, fluorogenic H-Leu-NHMec substrate, 1536-well (AID 1445) | recombinant M1AAP, H-Leu-NHMec fluorogenic kinetic assay; higher % means a stronger effect | inhibition, % at 30 µM, or IC50 in µM where a hit was titrated | 0.42% of 220,000 active;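 active means primary inhibition above the hit cutoff, then over 50% inhibition at one or more dose response concentrations, cut at about 23% in these data, passing the limit was not always enough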;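 further: plate controls were DMSO full reaction for no effect and no enzyme background for full effect; strong numbers were not always called active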
Siah-1 displacement: Siah-1 peptide-binding antagonists, primary screen, biochemical, fluorescence polarization, rhodamine-plectin, uHTS (AID 1817). one-dose displacement, % at 20 µM; IC50 in µM for titrated hits. Siah-1 / rhodamine-plectin peptide fluorescence polarization; higher % means a stronger effect. 0.02% of 290,000 active;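 active means displacement of at least 50% at 20 µM, with a fluorescence ratio check between 0.3 and a set limit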;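 further: plate controls were Siah plus tracer with DMSO for no effect and tracer alone without Siah for full effect; strong numbers were not always called active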
M17LAP inhibition: P. falciparum M17LAP inhibitors, primary screen, biochemical, fluorogenic H-Leu-NHMec substrate, 1536-well (AID 1619); recombinant M17LAP, H-Leu-NHMec fluorogenic kinetic assay; higher % means a stronger effect; inhibition, % at 30 µM; hits with a dose series show IC50 in µM; 0.38% of 220,000 active;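 active means compound inhibiting the enzyme by more than half at any dose during confirmatory dose-response retesting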;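 further: plate controls were full reaction with DMSO carrier for no effect and no enzyme background for full effect; strong numbers were not always called active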
CSM14.1 death rescue: rescue of cells from ER stress-induced death, primary screen, 384-well, CSM14.1, thapsigargin, ATP luminescence (AID 1222) | CSM14.1 thapsigargin-induced death rescue, ATP luminescence; higher % means a stronger effect | cellular ATP content (survival), % at 20 µM, or EC50 in µM where a hit was titrated | 190,000 tested, under 10 active;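 active means EC50 below 50 µM in the dose-response confirmation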;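 further: death triggered by thapsigargin at about 15 µM added after 2 h compound pretreatment; cell ATP read after overnight thapsigargin exposure of roughly 18 to 22 hours; normalized against plate controls of thapsigargin alone and 5% DMSO vehicle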
Hep lipid drop: modulators of hepatic lipid droplet formation. AID 1656. AML12 mouse hepatocytes, oleate lipid droplets, BODIPY imaging. 0.4% of 240,000 active. inhibition, % at 6.5 µM;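 active means lipid droplet intensity inhibited by at least 50%, with more than 500 cells counted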
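Technique: fluorescence imaging, 20x objective, two fields per well / Assay system: AML12 hepatocytes (mouse) / Measure: % inhibition of lipid droplet signal / Doses: 6.5 µM single-point dosing / Incubation: overnight exposure / Reagent: 100 µM oleic acid challenge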
HEK293 NOD2/NF-kB: NOD2 signaling inhibitors, cell-based, luminescence, uHTS, HEK293 (AID 1566) | inhibition, % at 4 µM; hits with a dose series show EC50 in µM | 0.63% of 290,000 active | HEK293 NOD2/NF-kB luciferase reporter, luminescence; higher % means a stronger effect; further: many of its hits are not listed in these tables
AID2073: inhibitors of Mint1-CaV2.2 protein interaction, biochemical, HTRF (AID 2073). one-dose inhibition, % at 20 µM; IC50 in µM for titrated hits. 0.19% of 290,000 active. HTRF protein-protein interaction, Mint1-CaV2.2; higher % means a stronger effect; in the data active means inhibition mostly above about 51%, no sharp cut-off; further: some results filed as inactive read as strong as hits
XIAP antagonists: XIAP antagonists, biochemical, IAP family, fluorescence polarization (AID 1018); XIAP BIR domain, fluorescence polarization peptide displacement; higher % means a stronger effect; displacement, % at 20 µM, or IC50 in µM where a hit was titrated; 0.007% of 200,000 active; in the data active means displacement above about 50%; further: a part of the inactive calls stands beside numbers as strong as those of hits
LYP inhibition: PTPN22 lymphoid phosphatase activity blockers – biochemical, fluorescence intensity, uHTS (AID 1779); recombinant LYP phosphatase, fluorescence intensity; higher % means a stronger effect; one-dose inhibition, % at 11.5 µM; IC50 in µM for titrated hits; 0.054% of 290,000 active;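 further: plate controls were vehicle with enzyme for no effect and no enzyme for full effect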
Hep lipid drop cells 6.5 µM: second read-out of Hep lipid drop, no call of its own (marks repeat the call); cell count; measured here: cell count, cytotoxicity flag;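 cells counted across two imaged fields per well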
* = called active by the depositor; nt = not tested or not shown. Unless noted, no stated cut-off is given here; in the data, active means inhibition above about 50%; inactive means the rest. A portion of the library; the hit share may differ from the screen's.

mol	P. falciparum M1AAP	Siah-1 displacement	M17LAP inhibition	CSM14.1 death rescue	Hep lipid drop	Hep lipid drop cells 6.5 µM	HEK293 NOD2/NF-kB	AID2073	XIAP antagonists	LYP inhibition
COC(=O)c1ccccc1NC(=O)C1COc2ccccc2O1 (stereo unspecified)	3%	-5%	4%	-2.8%	-3	763	-4%	-1%	-1.9%	-8%
COc1ccc(CCN2CC(C(=O)N3CCCCCC3)CCC2=O)cc1 (stereo unspecified)	nt	14%	nt	nt	-22	680	-3%	-4%	nt	-3%
COc1ccc(S(=O)(=O)NC2CCCCC2)cc1C(=O)N1CCCCC1	nt	14%	nt	nt	1	851	-4%	32%	nt	-12%
COc1ccc(C2=NS(=O)(=O)N(C)C(C(=O)N3CCN(C)CC3)=C2)cc1	nt	1%	nt	nt	-1	731	14%	7%	nt	-4%
COc1cc(C(=O)NCc2nnc(SCC(=O)Nc3cc(C)cc(C)c3)o2)cc(OC)c1OC	8%	-4%	1%	-5.0%	-5	733	-22%	-3%	-4.6%	-5%
CC(=O)C(Cc1ccc(Cl)nc1)(Cc1ccc(Cl)nc1)C(C)=O	3%	5%	5%	0.9%	7	668	12%	-3%	-4.8%	-1%
Clc1ccc(-c2nnc(-c3cccnc3)o2)cc1	nt	-2%	nt	nt	6	828	-13%	-5%	nt	-10%
CC1CCN(CCC(=O)N2CCCc3c2c(=O)oc2ccc(O)cc32)CC1	8%	2%	9%	-1.2%	nt	nt	1%	10%	-1.4%	-5%
Cc1cc(C(=O)N2CCCC(N3CCN(c4ccccc4C)CC3)C2)nc(C)n1 (stereo unspecified)	nt	6%	nt	nt	-1	841	-14%	4%	nt	-4%
O=C(O)c1ccc(-n2nnnc2SCc2cccc(Br)c2)cc1	nt	2%	nt	nt	-18	817	2%	1%	nt	-7%
Cn1cccc1/C=N/NC(=O)c1cccc(OC(F)(F)C(F)F)c1	5%	-1%	28%	-1.7%	2	671	-12%	5%	-5.1%	-7%
COc1cccc(Nc2nc(=O)[nH]nc2C)c1	15%	3%	5%	nt	8	697	-16%	0%	-0.6%	-2%
O=C(CSc1nnc(-c2cccs2)n1-c1cccc(Cl)c1)c1cccc2c1OCCO2	3%	-2%	1%	-0.6%	4	755	16%	-2%	-1.0%	3%
Cc1ccc(OCc2ccc(C(=O)N3CCCC3)o2)c([N+](=O)[O-])c1	nt	3%	nt	nt	-24	798	15%	-1%	nt	-10%
COc1ccccc1NC(=O)CSc1nnc(CNC(=O)COc2ccc(Cl)cc2)o1	6%	0%	-9%	0.5%	nt	nt	21%	-8%	-3.0%	-7%
Cn1c(=O)c2c(O)cc(=O)n(-c3ccccc3)c2n(C)c1=O	-1%	-4%	-7%	-1.1%	nt	nt	1%	0%	-6.5%	-8%
Cc1ccc2[nH]c(-c3ccccc3)c(CN3CCOCC3)c(=O)c2c1	-2%	-1%	-1%	-3.5%	-6	738	-1%	1%	0.4%	-8%
CCCCCCCSc1nsc(N)n1	2%	3%	15%	-0.3%	-11	700	5%	8%	-3.0%	-2%
O=C1CCCC2=C1C(c1cccc(O)c1)c1c(ccc3ncccc13)N2 (stereo unspecified)	11%	5%	0%	-0.7%	-6	594	-17%	-38%	-2.3%	-2%
Cc1cc(-c2cccs2)nc(-n2cccc2)n1	6%	2%	-5%	4.1%	nt	nt	0%	23%	-1.3%	-5%
C/C(=N\NC(=O)c1ccc(-c2ccccc2)cc1)c1ccco1	nt	4%	nt	nt	nt	nt	-8%	4%	nt	-3%
CC(C)CCSc1nc2ccccc2[nH]1	-1%	0%	-3%	1.4%	-6	665	-56%	-9%	-20%	-4%
COc1ccc(NC(=O)CSc2sc3c(O)cc(=O)[nH]c3c2C#N)c(OC)c1	nt	1%	nt	nt	-6	799	4%	21%	nt	-1%
O=C(CSC(=S)N1CCOCC1)Nc1nc(=O)c2ccccc2s1	3%	-3%	6%	-0.6%	-20	653	2%	50%	-9.5%	-8%
Cc1ccc(N2CCN(c3ccc(C)cc3)C2c2ccccn2)cc1	-8%	4%	-3%	nt	19	665	10%	5%	0.2%	6%
CN(C)N(Cc1ccccc1)C(=O)C(O)(c1ccccc1)c1ccccc1	nt	-2%	nt	nt	-6	777	-14%	14%	nt	-8%
Cc1nc2ccccc2c2oc(C(=O)N3CCN(C4CCCCC4)CC3)cc12	1%	-2%	6%	nt	-12	646	20%	2%	-11%	-5%
CCOc1cc(NC(=S)NCCCN2CCOCC2)c(OCC)cc1NC(=O)c1ccco1	nt	0%	nt	nt	-10	810	22%	-6%	nt	-3%
CC(Sc1nc(-c2ccc(F)cc2)cs1)C(=O)N1c2ccccc2CC1C (stereo unspecified)	-3%	3%	9%	-1.6%	-27	577	-15%	7%	-3.0%	7%
CN1CCN(S(=O)(=O)c2ccc(Cc3ccc(S(=O)(=O)N4CCN(C)CC4)cc3)cc2)CC1	8%	6%	-4%	2.1%	nt	nt	6%	0%	-2.8%	-12%
O=C(CN1C(=O)COc2ccccc21)N1CCc2ccccc2C1	10%	14%	3%	-3.2%	-17	783	13%	-10%	-3.3%	-3%
O=C(c1ccccc1)c1coc2c1C(=O)c1ccccc1C2=O	20%	1%	4%	-0.3%	11	685	29%	-1%	-9.5%	7%
CCCc1c(C(=O)N/N=C/c2ccc(OC)c(OCc3ccccc3)c2)nnn1-c1nonc1N	nt	2%	nt	nt	-4	661	15%	26%	nt	3%
O=C(CCCSc1nnc(Nc2ccccc2F)s1)N1CCOCC1	7%	-3%	38%	-1.0%	-6	704	6%	-14%	-6.3%	-1%
CN(C(=O)CC1C(=O)NCCN1Cc1ccoc1)C1CCOCC1 (stereo unspecified)	-5%	16%	0%	-1.3%	1	685	24%	-21%	-2.9%	-10%
O=C(CSc1nnc(NC(=O)c2cccc(F)c2)s1)NCc1ccco1	nt	3%	nt	nt	13	840	-49%	12%	nt	-7%
O=C(NCc1ccc(Cl)cc1)C1CCCN(S(=O)(=O)c2cnc[nH]2)C1 (stereo unspecified)	14%	-2%	-16%	-0.5%	nt	nt	-3%	-3%	0.3%	-4%
Cc1ccc(NC(=O)CN2C(=O)N/C(=C/c3cc(C)n(-c4ccc(C(=O)O)cc4)c3C)C2=O)cc1	17%	11%	15%	-1.4%	0	698	9%	20%	-13%	2%
CC(C)CCn1c(SCC(=O)Nc2ccccc2C(F)(F)F)nc2nccnc2c1=O	nt	5%	nt	nt	3	697	20%	0%	nt	-6%
Cc1ccc(-c2nn3c(C)nnc3s2)cc1NC(=O)c1ccco1	4%	15%	3%	3.1%	-5	678	11%	29%	-1.1%	-4%
O=C(O)CC1SC(N/N=C/c2ccc(Br)cc2)NC1=O (stereo unspecified)	8%	2%	9%	nt	15	693	8%	9%	-1.3%	3%
Cc1nc2ccccc2cc1C(=O)Nc1ccccc1Cl	4%	1%	15%	-1.4%	-16	700	3%	0%	-4.7%	-9%
NC(=O)c1cc(Br)cc(C2CCCCC2)c1O	-1%	10%	-2%	nt	2	745	28%	3%	nt	-4%
COCCOC(=O)C1=C(N)OC2=C(C(=O)CCC2)C1c1cccnc1 (stereo unspecified)	6%	-2%	-8%	-3.1%	2	720	11%	7%	-2.3%	-3%
CC(C)Nc1nc2ccccc2c(=O)[nH]1	5%	-3%	-2%	1.3%	3	722	16%	11%	-12%	-5%
COc1ccc(Nc2nc(NCCCN3CCOCC3)nc(N)c2[N+](=O)[O-])cc1	5%	8%	0%	nt	10	735	8%	3%	nt	-4%
CCCCCCNCC1OCc2ccccc2CO1	2%	2%	6%	1.1%	-10	646	4%	-7%	1.2%	5%
COc1ccc(N2CCN(c3ncnc4c3[nH]c3ccccc34)CC2)cc1	13%	-4%	0%	-3.1%	-29	791	36%	2%	-5.1%	2%
CC1(C)Cc2nc3nc(SCC(=O)NCCc4ccccc4)n(-c4ccccc4)c(=O)c3cc2CO1	7%	-4%	5%	-1.0%	nt	nt	-1%	-10%	-0.8%	-6%
CCOC(=O)c1csc(NC(=O)CSc2nnnn2-c2ccc3c(c2)OCCO3)n1	-1%	1%	-6%	-2.3%	1	738	20%	-6%	-2.7%	-1%
O=S(=O)(N/N=C\c1ccc2c(c1)OCO2)c1ccc(Cl)cc1	3%	1%	18%	-1.2%	nt	nt	22%	25%	-0.1%	-6%
COc1ccc(NC(=O)CSc2nc(O)c(Cc3ccccc3)c(=O)[nH]2)cc1	7%	18%	10µM*	-1.2%	nt	nt	3%	5%	-7.4%	2%
CC1CCCC(NC(=O)CN(C)S(=O)(=O)c2cnc[nH]2)C1C (stereo unspecified)	7%	8%	3%	-8.4%	6	716	4%	2%	-6.2%	-7%
C/C(=N\NC(=O)c1cc(-c2ccco2)nc2ccccc12)c1cccnc1	6%	-2%	-2%	-1.8%	11	676	-2%	59%	-6.4%	-4%
Cc1cccc(C)c1NS(=O)(=O)c1cc2c3c(c1)CC(=O)N3CCC2	nt	-7%	nt	nt	-32	648	3%	6%	nt	-12%
C=CCOC(=O)C1=C(C)NC(SCC(=O)N(CC)CC)=C(C#N)C1c1ccccc1 (stereo unspecified)	7%	4%	8%	-2.9%	5	741	-10%	-1%	-1.2%	0%
O=C1[C@@H]2[C@H](C(=O)N1O)[C@H]1C=C[C@@H]2C1	5%	-4%	-2%	-1.7%	8	648	13%	8%	-3.9%	-4%
CCOC(=O)c1ccccc1NC(=O)CSc1nc2c(c(=O)n(C)c(=O)n2C)n1C	3%	-3%	-14%	-3.0%	13	688	9%	-11%	-0.4%	2%
CCOc1ccc(Oc2ccc(C(F)(F)F)cc2N)cc1	0%	-3%	-10%	-1.6%	6	628	-10%	6%	-5.7%	-3%
O=C1NC(c2cccc([N+](=O)[O-])c2)Oc2ccccc21 (stereo unspecified)	2%	5%	-7%	2.3%	13	699	10%	27%	-8.1%	1%

Limited to M17LAP inhibition, XIAP antagonists and P. falciparum M1AAP (2 entries from above):
Structure	M17LAP inhibition	XIAP antagonists	P. falciparum M1AAP
O=C(CCCSc1nnc(Nc2ccccc2F)s1)N1CCOCC1	38%	-6.3%	7%
CN(C(=O)CC1C(=O)NCCN1Cc1ccoc1)C1CCOCC1 (stereo unspecified)	0%	-2.9%	-5%
